M4 ag: CHRM4 agonism in calcium assay; P08173; CHO-K1 hM4/Gqi5, Fluo-8 calcium fluorescence; vehicle 0%, full acetylcholine response 100%; activation, % at 3 µM; 0.14% of 360,000 active; AID 624127;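 active means activation above the run mean over all test wells plus 3 SD, cut at about 32% in these data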;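 further: peak over basal fluorescence ratio per well then scaled between controls; 0% = DMSO wells and 100% = acetylcholine at EC100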
Target sequence (P08173 whole entry, looked up): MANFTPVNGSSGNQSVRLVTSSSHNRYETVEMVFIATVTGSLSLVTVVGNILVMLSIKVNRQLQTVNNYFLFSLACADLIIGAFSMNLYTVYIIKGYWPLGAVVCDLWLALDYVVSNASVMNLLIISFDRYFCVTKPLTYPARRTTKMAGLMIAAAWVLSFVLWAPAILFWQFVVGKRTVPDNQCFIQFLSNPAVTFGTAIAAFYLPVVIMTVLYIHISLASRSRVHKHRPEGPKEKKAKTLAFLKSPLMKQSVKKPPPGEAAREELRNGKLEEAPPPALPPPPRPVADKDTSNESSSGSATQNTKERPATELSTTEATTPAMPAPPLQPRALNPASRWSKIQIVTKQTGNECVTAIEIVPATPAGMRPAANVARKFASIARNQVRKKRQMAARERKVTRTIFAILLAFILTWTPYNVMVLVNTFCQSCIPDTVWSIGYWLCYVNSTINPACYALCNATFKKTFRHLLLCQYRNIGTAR
M5 antag: antagonists of human muscarinic M5 receptor (CHRM5). P08912. CHO-hM5 cells, Fluo-8 calcium fluorescence, ACh EC80. inhibition, % at 3 µM. 0.59% of 360,000 active;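 active means inhibition above a per-plate cutoff, the mean of that plate's test compounds plus 3 SD, cut at about 27% in these data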;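 further: 0% = acetylcholine EC80 with DMSO and 100% = DMSO without agonist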
Target sequence (P08912 whole entry, looked up): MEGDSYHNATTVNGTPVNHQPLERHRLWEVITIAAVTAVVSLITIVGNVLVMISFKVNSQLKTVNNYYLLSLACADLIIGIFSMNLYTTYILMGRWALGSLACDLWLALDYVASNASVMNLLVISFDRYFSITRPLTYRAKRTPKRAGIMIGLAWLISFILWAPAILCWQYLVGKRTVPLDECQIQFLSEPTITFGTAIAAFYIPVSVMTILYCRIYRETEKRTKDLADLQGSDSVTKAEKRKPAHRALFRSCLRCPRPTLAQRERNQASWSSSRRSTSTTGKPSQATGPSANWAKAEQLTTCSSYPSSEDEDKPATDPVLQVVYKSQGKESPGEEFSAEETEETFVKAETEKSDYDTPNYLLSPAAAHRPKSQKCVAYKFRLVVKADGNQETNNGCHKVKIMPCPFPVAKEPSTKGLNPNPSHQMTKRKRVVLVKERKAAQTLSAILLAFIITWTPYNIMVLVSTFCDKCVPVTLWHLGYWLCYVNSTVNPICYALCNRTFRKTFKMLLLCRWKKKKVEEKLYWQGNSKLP
CHRM5 agonist: agonists of human muscarinic M5 receptor (CHRM5); P08912; activation, % at 3 µM; CHO-K1 hM5 cells, Fluo-8 calcium fluorescence; 0% DMSO wells, 100% maximal acetylcholine response; 0.19% of 360,000 active;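 active means activation above the run's mean over test compounds plus 3 SD, cut at about 23% in these data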;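 further: signal is peak over basal fluorescence ratio across the kinetic read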
CHRM4 antagonist: CHRM4 antagonism in calcium assay; CHO-hM4 cells, ACh EC80, Fluo-8 calcium fluorescence; inhibition, % at 3 µM; 0.73% of 360,000 active;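 active means inhibition above its plate's cutoff, the mean inhibition of sample wells plus 3 SD, cut at about 27% in these data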;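 further: 0% = acetylcholine EC80 with DMSO and 100% = DMSO without agonist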
CHRM5 PAM: positive allosteric modulators of human muscarinic M5 receptor; P08912; CHO-K1 hM5, Fluo-8 calcium, ACh EC20 PAM; 0% = ACh EC20, 100% = ACh EC100; activation, % at 3 µM; 0.3% of 360,000 active; AID 624038;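 active means activation above the run cutoff, the mean activation of all test compounds plus 3 SD, cut at about 18% in these data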
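System – CHO-K1 hM5 cells · Compound – 3 µM, single dose · Incubation – compound preincubation 140 s before EC20 acetylcholine addition · Technique – Fluo-8 calcium fluorescence · Measure – Max/basal fluorescence ratio as % of EC20–EC100 ACh window · Benchmarks – low control EC20 acetylcholine (0%), high control EC100 acetylcholine (100%) · Replication – singlicate, one well per test compound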
M4 PAM: CHRM4 positive allosteric modulation; CHO-K1 hM4/Gqi5, Fluo-8 calcium fluorescence, ACh EC20; 0% = ACh EC20, 100% = maximal ACh; 0.4% of 360,000 active; P08173; activation, % at 3 µM; AID 624126;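 active means activation above its plate's cutoff, the mean activation of sample wells plus 3 SD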; further: some results filed as inactive read as strong as hits
M1 PAM parental: counter-screen for M1 PAMs: effect in parental CHO-K1 cells. ATP EC20, Fluo-8 calcium fluorescence; 0% at ATP EC20, 100% at ATP max. activation, % at 3 µM. 0.02% of 360,000 active;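 active means activation above the run cutoff, the mean activation of all test compounds plus 3 SD, cut at about 40% in these data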;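 further: peak over basal fluorescence ratio in a 140 s read after ATP addition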
CHO-K1 Ca antag: nonselective inhibitor or artifact in parental CHO-K1 cells | ATP-induced calcium, Fluo-8 fluorescence | inhibition, % at 3 µM | 0.6% of 360,000 active;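 active means inhibition above a per-plate cutoff, the plate's mean sample inhibition plus 3 SD, cut at about 24% in these data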;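 further: 0% = DMSO plus EC80 ATP and 100% = DMSO alone without ATP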
M1 ag parental: M1 agonist counterscreen hit in parental CHO-K1 cells; Fluo-8 calcium fluorescence; scaled to maximal ATP response, vehicle zero; 0.48% of 360,000 active; AID 602248; activation, % at 3 µM; in the data active means activation above about 15%;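 further: untransfected CHO-K1 host cells lacking M1 receptor as counterscreen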
* = called active by the depositor; x = no result given.

smiles,M1 ag parental,CHRM4 antagonist,M4 ag,CHO-K1 Ca antag,CHRM5 PAM,M5 antag,M1 PAM parental,CHRM5 agonist,M4 PAM
COc1cc(OC)cc(C(=O)Nc2ccc(S(=O)(=O)N3CCOCC3)cc2)c1,11,8,4,6,6,-4,3,2,-4
Cc1n[nH]c(C)c1S(=O)(=O)N1CCN(C(=O)c2ccco2)CC1,0.3,7,0,-2,-2,-1,16,0,11
COC(=O)c1cc(NC(=O)CC2C(=O)NCCN2C(=O)c2ccc(F)cc2)cc(C(=O)OC)c1 (centres undefined),0.3,2,1,-11,-3,7,17,-1,0
CC(=O)C(=Nc1cccc(Cl)c1)NNc1ccccc1C,-0.5,11,1,-6,2,6,-23,-17,9
Cc1oc(-c2ccccc2)cc1C(=O)Nc1ccc2ccccc2c1,0.6,-1,1,-7,7,2,19,0,7
COc1ccc(-c2nc3c4ccccc4ccn3c2Cc2cccc(F)c2)cc1OC,0.9,5,1,-13,-19,10,4,-6,-7
CC(C)NC(=O)CSc1nc2ccccc2n1CC(=O)N1CCc2ccccc21,0.6,10,1,-10,2,-2,18,4,-2
CCCn1c(O)c(/C=C2\C=NN=C2c2ccccc2)sc1=S,0.3,-5,0,-4,-3,-1,2,-3,-1
O=C(ONC1=NCCCCC1)c1ccc([N+](=O)[O-])cc1,-0.4,1,0,6,-1,6,1,-1,-2
Cc1cccc(C)c1NC(=O)CSc1cc(C(=O)c2nccn2C)c2ccccc2n1,0.5,-14,2,11,0,-1,-14,-2,13
O=C(CCCn1c(=S)[nH]c2cc3c(cc2c1=O)OCO3)NCc1ccccc1Cl,7.8,7,1,-5,3,-9,6,-3,1
O=C(OCC(=O)c1ccc[nH]1)c1ccc(F)c(S(=O)(=O)N2CCOCC2)c1,2.4,-13,3,-9,-8,12,-13,1,1
Cc1nc2ccccc2n1CC(=O)N1CC(=O)Nc2ccccc21,-0.7,3,2,7,-4,3,-11,0,6
Nc1c(Cl)c(Cl)nc(C(=O)N/N=C/c2cccnc2)c1Cl,0.4,-5,1,1,-4,9,1,-1,0
Cc1nn(C)cc1S(=O)(=O)NCc1ccc2c(c1)OCO2,0.9,2,0,-12,0,-5,10,-3,0
OC[C@@H]1CN(CCNc2ccccc2)C[C@H](n2cnc3c(NCc4ccncc4)ncnc32)O1,0.3,-10,0,1,-4,-2,-1,0,2
COc1ccccc1-c1noc(COC(=O)c2ccc(Br)o2)n1,0.2,-8,2,3,0,8,-8,-3,4
CCOC(=O)C1=C(N)n2c(s/c(=C\c3ccco3)c2=O)=C(C(=O)OC(C)C)C1c1ccco1 (centres undefined),-0.8,-4,0,14,-8,2,-9,-4,5
COc1ccc(N=CC2=C(O)CC(C)(C)CC2=O)cc1,1.0,3,2,-12,1,-2,20,-2,1
CCN1C(=O)C(CC(=O)Nc2cccc(C(C)=O)c2)S/C1=N\c1ccccn1 (centres undefined),3.9,-4,5,17,-10,3,-14,3,1
CN(C)c1nc(-c2ccc([N+](=O)[O-])cc2)cs1,2.8,-3,3,-4,-8,3,7,1,-1
CCCc1nnc(SCC(=O)Nc2cccc(Cl)c2Cl)o1,9.4,2,1,-2,8,-2,15,-2,-5
COc1ccc(C(=O)c2ccc(Br)cc2)cc1,-0.5,-6,-1,-15,0,-7,12,-1,6
CCOC(=O)c1cccc(NC(=O)C2CCC(CNc3c(N4CCOCC4)c(=O)c3=O)CC2)c1 (centres undefined),0.5,-18,-1,-13,-1,-5,15,-1,11
CC(C)c1cc(C(=O)NCc2ccc(F)cc2)c(N)s1,x,-6,9,x,18*,-6,x,4,2
COCCN1CCc2[nH]c(=S)[nH]c(=O)c2C1,4.0,7,4,3,-10,15,13,1,-6
COc1cc(C=NNC(=O)c2ccccc2NS(=O)(=O)c2cccs2)cc(OC)c1O,1.5,1,2,-10,-3,3,2,1,-2
Nc1nc(SCc2ccccc2Cl)[nH]c(=O)c1-c1ccccc1,2.2,-1,2,0,-4,7,17,-8,-4
Cc1ccc(Cl)cc1N(CC(=O)NC(C)c1ccccc1)S(C)(=O)=O (centres undefined),0.2,-1,0,-1,1,6,15,-4,0
CCNC(=S)N1CCN(c2ccccn2)CC1,-0.4,-3,2,11,-6,-1,-13,-2,-4
Cc1ccc(C(=O)NC2CCCc3ccccc32)o1 (centres undefined),0.0,2,-1,-5,-2,-2,19,-1,-3
O=C(COC(=O)c1ccccc1)c1ccc2c(c1)OCCO2,2.9,2,4,-10,2,5,26,-2,-1
O=C(NCc1cccnc1)Nc1ccc(Cl)cc1Cl,-0.2,8,1,-1,-1,5,-7,-4,10
O=C(Oc1ccc2c(c1)OCC2=O)c1ccccc1,-0.1,-9,1,-8,5,5,5,4,6
COCCOC(=O)c1[nH]c2c(c1C)C(=O)CC(c1cccs1)C2 (centres undefined),7.6,-5,6,-3,-4,4,9,1,1
COc1ccc(N)cc1C#N,-0.1,-1,1,1,0,-6,3,2,4
Cc1cc(CNC(=O)COc2ccc(C)c(C)c2)c2ccccc2n1,8.4,-2,13,-8,-9,7,1,-7,-15
CCOc1ccc(N(CC(=O)NC2CC2)S(=O)(=O)c2ccc(C)cc2)cc1,0.5,-13,3,-11,-3,13,-6,-2,0
COc1ccc(OC)c(S(=O)(=O)NC2CCCCC2)c1,0.2,-4,0,-4,-5,-2,17,-4,0
Cn1cnnc1Sc1ccc(/C=C(\CC(=O)O)c2nc3ccccc3s2)cc1[N+](=O)[O-],0.9,5,1,-10,0,3,13,-4,5
OC(c1ccccc1)(c1ccccc1)c1ncc[nH]1,0.5,0,0,-12,-2,10,9,-3,9
COCCCNC(=O)CC1C(=O)N(Cc2ccccc2)C(C)c2nc3ccccc3n21 (centres undefined),-0.4,9,1,23,-6,8,-11,-1,-5
CCCCc1ccc(NC(=S)N2CCN(c3ccccn3)CC2)cc1,2.8,-6,3,-3,-6,1,10,-3,-7
O=C(NC1CCCC1)C(c1ccc(F)cc1)N(C(=O)c1csnn1)C1CCCC1 (centres undefined),1.4,-3,2,-9,0,8,15,-1,-5
CC(=O)OCC(OC(C)=O)C(OC(C)=O)C(OC(C)=O)C(=O)Nc1cccc(C)c1 (centres undefined),0.0,10,-1,15,2,2,-8,2,-9
Cc1nn(C(C)C(=O)NC2C(=O)N3C(C(=O)O)=C(CSc4nnnn4C)CSC23)cc1Cl (centres undefined),1.3,-4,1,-12,2,4,19,-1,7
CCCCCCCC1(C)NC(=O)N(c2ccccc2)N1 (centres undefined),1.0,-15,1,-22,-4,2,19,2,-3
COc1cccc(OCCOCCOc2ccc(C)cc2[N+](=O)[O-])c1,4.0,6,0,-2,5,2,23,0,-2
COc1ccccc1/C=C/C=N/n1c(-c2ccco2)n[nH]c1=S,0.2,-4,-1,-11,-4,4,20,3,11
O=c1[nH]c(C2CCCN(S(=O)(=O)c3ccc(F)cc3)C2)nc2c1nnn2Cc1ccc(F)cc1 (centres undefined),0.5,3,1,-19,3,0,8,-2,-1
Cc1nc2ccccn2c1C(=O)N/N=C/c1ccc(CNC(=O)C(=O)Nc2ccccc2)o1,2.4,6,2,7,-4,5,-13,-1,-9
CCCOc1ccc(S(=O)(=O)Nc2ccccn2)c2ccccc12,-0.3,-6,0,14,0,9,-18,2,-2
CC(=O)Nc1ccc(-c2ccnc3c2CC(C(=O)Nc2cccc(C(C)=O)c2)O3)cc1 (centres undefined),1.9,-8,9,3,-4,-4,3,3,-5
COc1cccc(CNCCNC(=O)c2nonc2N)c1,0.6,-19,0,-10,3,-8,17,-1,1
CC1(C)CC(=O)C(C(=S)Nc2ccc(F)cc2)=C(NCCN2CCOCC2)C1,0.3,0,1,-3,2,7,-5,0,17
COC(=O)c1ccc2nc(-c3ccc(F)cc3)c(Cc3ccsc3)n2c1,1.1,-5,0,-37,8,-7,35,0,4
COC(=O)c1ccc(C)c(NC(=O)CN(c2cc(OC)ccc2OC)S(C)(=O)=O)c1,-0.7,2,1,-4,-4,4,-4,8,9
O=C(NCc1ccc(Cl)cc1)c1cc(=O)[nH]c2ccccc12,0.7,6,1,-7,-5,16,16,-3,-2
CC(=O)Cc1nsc(NC(=O)c2ccc(-c3ccccc3Cl)o2)n1,1.4,-10,2,-10,5,-3,12,-5,11
NS(=O)(=O)c1ccc(CCNC(=O)CSc2ccc([N+](=O)[O-])cc2)cc1,1.6,7,1,-3,-2,10,9,-2,-5

Taken from above.
Value of `CC(=O)Nc1ccc(-c2ccnc3c2CC(C(=O)Nc2cccc(C(C)=O)c2)O3)cc1` (centres undefined) in M1 PAM parental: 3
Value of `Cc1nn(C(C)C(=O)NC2C(=O)N3C(C(=O)O)=C(CSc4nnnn4C)CSC23)cc1Cl` (centres undefined) in CHRM5 agonist: -1
Value of `CC1(C)CC(=O)C(C(=S)Nc2ccc(F)cc2)=C(NCCN2CCOCC2)C1` in M1 PAM parental: -5

Back to the main list, repeating the 2 entries before the break.
smiles,M1 ag parental,CHRM4 antagonist,M4 ag,CHO-K1 Ca antag,CHRM5 PAM,M5 antag,M1 PAM parental,CHRM5 agonist,M4 PAM
CC(=O)Cc1nsc(NC(=O)c2ccc(-c3ccccc3Cl)o2)n1,1.4,-10,2,-10,5,-3,12,-5,11
NS(=O)(=O)c1ccc(CCNC(=O)CSc2ccc([N+](=O)[O-])cc2)cc1,1.6,7,1,-3,-2,10,9,-2,-5
COc1ccc(C2(c3ccc(OC(C)=O)cc3OC(C)=O)CC(c3ccccc3)NC(=S)N2)cc1 (centres undefined),0.2,-8,2,-20,4,-2,22,-3,7
CCOc1ccc(/C=N/OCC(=O)Nc2cc(C)on2)cc1,0.4,0,1,6,1,0,-7,-3,-4
OCC1(Cc2ccccc2)CCCN(Cc2ccn[nH]2)C1 (centres undefined),0.5,13,0,0,0,9,-5,-5,-16
COc1ccc(Cc2n[nH]c(=S)n2NC(=O)Nc2ccc(Cl)c(Cl)c2)cc1,9.4,23,14,10,-24,30*,15,6,-34
CCNC(=S)Nc1ccc(-c2nc3ccccc3[nH]2)cc1,3.1,-3,3,-9,-4,3,15,-1,-5
Nc1n[nH]c(N)c1N=Nc1ccccc1,0.3,2,5,-3,-5,9,-8,1,4
Cc1cc(C)n(C2CC(=O)N(c3ccccc3)C2=O)n1 (centres undefined),1.0,-11,1,-22,6,-2,24,0,9
CCCN(C(=O)COC(=O)c1nc2nc(C)cc(C)n2n1)C1CCS(=O)(=O)C1 (centres undefined),1.1,3,1,-6,-1,5,6,3,4
CC(C)(C)N/C=C(\C#N)S(=O)(=O)c1ccc(Br)cc1,0.0,4,1,5,2,-1,-3,-3,-6
Cc1cccc(-n2c(C)cc(/C=N/O)c2C)c1,0.8,-1,-1,-4,0,-5,9,-1,-3
CCNC(=S)NNC(=O)c1ccoc1C,0.0,-3,2,2,-2,3,-5,-4,6
Clc1ccc(-c2nc3ccccn3c2CN2CCSCC2)cc1,0.2,-6,0,3,-9,11,-7,-4,-4
O=[N+]([O-])c1cccc(/C=N/Nc2ncc(Br)cn2)c1,0.3,4,0,2,-1,0,-5,-4,4
CN(C(=O)C1Cc2c(-c3ccc(Cl)cc3)ccnc2O1)c1ccccc1 (centres undefined),0.3,-5,0,-2,5,9,0,0,7

Compound activity from PubChem BioAssay.
